Assay outcomes: PubChem, NCI
NCI-60 one-dose screen, 48 h, at 10 µM unless noted. Numbers give growth in % (100 = growth as untreated, 0 = no growth, -100 = all killed).
HT29 – HT29 colon cancer. 81,000 compounds, 7.4% hits
HCT-15 – HCT-15 colon cancer. AID 1794746. 82,000 compounds, 5.2% hits
KM12 – KM12 colon cancer cells. 82,000 compounds, 5% hits
HCT-116 – HCT-116 colon cancer; 82,000 compounds, 7.3% hits
HCC-2998 – HCC-2998 colon cancer; 79,000 compounds, 4.7% hits
SF-268 – SF-268 CNS cancer cells; 82,000 compounds, 3.1% hits
SNB-75 – SNB-75 CNS cancer. 79,000 compounds, 5% hits. AID 1794750
SNB-19 – SNB-19 CNS cancer cells; 81,000 compounds, 2.5% hits; AID 1794751
SW-620 – SW-620 colon cancer; 82,000 compounds, 5.2% hits
* hit, by the source's call; . = not tested or not shown; & = joins results of further samples; [ ] = remark or other dose. How the source made its calls: active means growth percent below 10; inactive means the rest. Rows were taken by chance; about 11% have a hit in one of these screens.

Compound	HT29	HCT-15	KM12	HCT-116	HCC-2998	SF-268	SNB-75	SNB-19	SW-620
COc1ccc2c(O)c(/C=C3\N=Nc4ccccc43)oc2c1C[C@@H]1CCNC[C@H]1F	12.3	6.9*	10.9	-68.2*	78.0	50.3	51.1	84.1	6.0*
Oc1c(-c2n[nH]c(=S)o2)sc2nnc(-c3ccccc3)c(-c3ccccc3)c12	113.7	103.2	118.6	103.5	.	102.1	72.6	103.0	124.0
CC(=O)Nc1cc(F)cc(-c2ccc3[nH]cc(-c4ccccc4)c3n2)c1	-49.6*	-60.8*	-41.0*	11.9	-19.0*	41.3	111.3	12.9	-56.2*
CC(C)c1cccc(C(C)C)c1OCC(C)(C)CN1CCCCC1	95.2	104.0	96.7	103.2	94.5	102.2	103.5	105.4	105.4
Cc1cc(CNc2nc3ccc(OC/C(=C\F)CN)cc3o2)cc(C)n1	110.2	104.2	109.3	93.9	109.5	96.2	96.5	96.2	104.6
NS(=O)(=O)c1ccc(N2CC(c3nc4ccccc4[nH]3)CC2=O)cc1 (stereo not drawn)	97.8	107.2	97.6	104.1	99.1	96.1	67.9	101.2	103.7
OCC1OC(n2cnc3c(SCc4ccccc4)nc(NO)nc32)C(O)C1O (stereo not drawn)	108.2	97.7	97.6	97.2	104.1	102.1	102.1	96.3	115.2
CCCNC(=O)Oc1ccc(/C(=C(/C)Cc2ccc(OC)cc2)c2ccc(OCCN3CCOCC3)cc2)cc1	97.0	88.4	103.6	93.6	109.1	93.6	95.1	91.9	100.4
O=C(O)c1c(CNCc2ccccc2Cl)nc2ccc(Cl)cc2c1-c1ccccc1	104.8	106.0	112.8	100.9	95.8	102.9	90.8	102.0	103.4
Cc1ccc(-c2nc3nc(-c4ccccc4)nc(N4CCCN(S(=O)(=O)c5ccc(C)cc5)CC4)c3o2)cc1	109.6	100.5	103.4	105.5	106.4	89.7	72.2	89.1	105.3
OB(O)c1ccc(Br)cc1	96.3	94.4	100.7	99.3	106.1	93.6	74.7	114.6	94.4
CC(C)C1=C[C@@]23CC[C@@H]4[C@](C)(CCC[C@@]4(C)C(=O)N4CCCNCC4)[C@H]2C[C@@H]1[C@H]1C(=O)CCC(=O)[C@H]13	107.6	97.5	101.1	103.2	106.5	97.8	63.5	99.5	105.1
Nc1nc(SCc2ccccn2)c2[nH]cnc2n1	103.4	104.2	113.8	116.9	111.8	125.8	109.4	.	108.5
CC(C)Sc1nc(-c2ccccc2)c(C#N)c(N2CCN(C)CC2)n1	102.3	96.6	92.4	104.9	100.4	95.1	97.7	100.3	97.7
COc1ccc(/C=N/N2CC(C)OC(C)C2)cc1OC1CCCC1 (stereo not drawn)	100.4	79.8	103.4	67.0	104.1	83.2	75.2	70.9	98.4
COC(CN1C=C(Sc2ccccc2)CC1)OC	102.1	107.7	96.7	101.7	102.2	100.2	98.4	89.7	98.8
COc1ccc2c(C3=C(c4c[nH]c5ccccc45)C(=O)NC3=O)coc2c1	99.0	63.4	79.7	82.9	105.1	83.5	39.1	92.2	88.8
C=C(C)c1ccc(C)cc1	.	105.0	111.0	99.4	95.0	106.1	87.6	104.3	106.5
Clc1nc2ccc(Br)cc2cc1-c1nc2ccccc2[nH]1	105.8	92.3	90.7	77.8	108.2	59.3	42.4	91.0	89.7
O=C1CCCN1C1CCN(Cc2ccccc2)c2ccccc21 (stereo not drawn)	85.1	101.7	106.4	100.7	108.4	113.4	98.6	93.9	108.2
C=C1C(=O)O[C@H]2[C@H]1CC/C(COC(=O)NCc1cccc(OC)c1)=C\CC[C@@]1(C)O[C@@H]21	-29.9*	-3.4*	88.0	-70.9*	81.6	58.2	71.1	69.9	-35.4*
COc1ccc(-c2cc(-c3cccnc3)nc3sc4c(=O)[nH]cnc4c23)cc1OC	100.0	102.8	99.7	97.9	105.0	95.1	76.6	.	95.6
C/C(=C/c1ccco1)[N+](=O)[O-]	87.6	103.8	99.4	90.3	95.7	98.0	106.2	112.4	103.6
COC(=O)C(Cc1ccccc1)N1CC(=O)N2[C@@H](c3ccccc3)SC[C@H]2C1=O (stereo partly drawn)	101.8	97.2	102.1	104.9	101.0	100.6	87.0	108.5	106.4
O=c1nc(N[C@@H]2C[C@H](CO)[C@@H](O)[C@H]2O)[nH]c(=O)[nH]1	106.1	106.4	106.9	104.4	103.1	99.6	101.2	101.8	100.9
CN(C)CCCC1(c2ccc(F)cc2)OCc2cc(-c3cccc4[nH]ccc34)ccc21 (stereo not drawn)	-31.3*	7.6*	10.3	-64.0*	-30.6*	41.0	11.4	51.9	-24.6*
Nc1cccc(-c2ccc(COc3ccc(CC4SC(=O)NC4=O)cc3)cc2)c1 (stereo not drawn)	100.4	34.3	33.3	32.1	87.4	70.6	54.4	69.3	34.2
NS(=O)(=O)c1ccc(Nc2nc(N=Nc3c(O)[nH]c4ccc(Cl)cc34)nc(Nc3ccccc3)n2)cc1	91.8	99.6	92.4	94.3	101.0	89.4	98.1	92.3	102.6
Cc1ccc(N)c(O)c1	95.8	83.8	99.5	85.2	-4.8*	103.4	32.7	101.7	92.2
Oc1ccc(C(c2ccc(O)cc2)c2ccc(Cl)cn2)cc1	47.9	23.2	20.8	27.6	1.1*	92.4	-32.5*	71.9	105.8

Reprinted from the part before: 5 entries, followed by the next part.
Every second line gives: HT29 | HCT-15 | KM12 | HCT-116 | HCC-2998 | SF-268 | SNB-75 | SNB-19 | SW-620
CN(C)CCCC1(c2ccc(F)cc2)OCc2cc(-c3cccc4[nH]ccc34)ccc21 (stereo not drawn)
    -31.3* | 7.6* | 10.3 | -64.0* | -30.6* | 41.0 | 11.4 | 51.9 | -24.6*
Nc1cccc(-c2ccc(COc3ccc(CC4SC(=O)NC4=O)cc3)cc2)c1 (stereo not drawn)
    100.4 | 34.3 | 33.3 | 32.1 | 87.4 | 70.6 | 54.4 | 69.3 | 34.2
NS(=O)(=O)c1ccc(Nc2nc(N=Nc3c(O)[nH]c4ccc(Cl)cc34)nc(Nc3ccccc3)n2)cc1
    91.8 | 99.6 | 92.4 | 94.3 | 101.0 | 89.4 | 98.1 | 92.3 | 102.6
Cc1ccc(N)c(O)c1
    95.8 | 83.8 | 99.5 | 85.2 | -4.8* | 103.4 | 32.7 | 101.7 | 92.2
Oc1ccc(C(c2ccc(O)cc2)c2ccc(Cl)cn2)cc1
    47.9 | 23.2 | 20.8 | 27.6 | 1.1* | 92.4 | -32.5* | 71.9 | 105.8
COC(=O)c1cccc([N+](=O)[O-])c1
    101.5 | 105.3 | 103.3 | 109.6 | 99.7 | 102.5 | 120.1 | 98.6 | 105.3
CCCn1c(=O)c2c(nc(-c3cccc(OCCCCl)c3)n2Cc2ccccc2)n(CCC)c1=O
    38.3 | 71.0 | 85.3 | 57.1 | 93.8 | 76.6 | 65.3 | 81.8 | 81.4
N#C/C(=C\c1ccc(-c2ccc(F)cc2)o1)C(=O)Nc1ncc(Cc2ccc(Cl)cc2)s1
    108.4 | 94.1 | 104.4 | 98.3 | 109.2 | 105.5 | 118.5 | 99.5 | 97.6
ONC(CC(O)(NO)NO)c1ccccc1 (stereo not drawn)
    102.2 | 98.1 | 112.5 | 109.4 | 120.0 | 114.4 | 95.2 | 100.8 | 103.9
CC[C@@]12C=CCN3CC[C@]4(c5cc(NC(=O)COc6cc(OCC(=O)Nc7cc8c(cc7OC)N(C)[C@H]7[C@@](O)(C(=O)OC)[C@H](OC(C)=O)[C@]9(CC)C=CCN%10CC[C@]87[C@@H]%109)cc7oc(-c8ccccc8)cc(=O)c67)c(OC)cc5N(C)[C@@H]4[C@](O)(C(=O)OC)[C@H]1OC(C)=O)[C@H]32
    1.4* | 34.7 | -39.3* | 0.9* | -8.8* | -1.2* | 82.5 | 58.5 | 20.3
O=C1/C(=C/c2ccc(Cl)cc2)CN(Cc2cn(CCCNc3ccnc4cc(Cl)ccc34)nn2)C/C1=C\c1ccc(Cl)cc1
    -69.6* | -74.2* | -75.1* | -64.4* | -88.0* | -84.7* | -4.5* | -79.6* | -75.6*
COc1ccc2[nH]cc(-c3nc(N)nnc3-c3cn(C)c4ncc(Br)cc34)c2c1
    -27.1* | 12.3 | 5.7* | 1.5* | 11.8 | 12.9 | 23.4 | 30.0 | 17.8
N#Cc1c(-c2ccccc2)nc(N2CCN(c3ccc(Cl)cc3)CC2)[nH]c1=O
    108.0 | 99.0 | 108.3 | 95.1 | 116.5 | 110.1 | 78.3 | 111.7 | 95.4
CN1C(=O)/C(=C/c2nc(-c3ccccc3F)n3ccccc23)c2cc(F)ccc21
    105.5 | 110.1 | 103.2 | 85.5 | 99.8 | 103.0 | 74.3 | 105.0 | 94.2
COc1cc2c3c(c1OCC1CC1)-c1cc4c(cc1CC3OCC2)OCO4 (stereo not drawn)
    70.6 | 87.1 | 96.9 | 88.1 | 101.2 | 82.4 | 81.6 | 88.9 | 92.7
COc1ccc(OC)c(/C=C/C(=O)c2ccc(Nc3ncnc4cc(OC)c(OC)cc34)cc2)c1
    84.5 | 81.7 | 82.0 | 47.5 | 99.4 | 100.2 | 82.3 | 88.4 | 86.1
Cc1c(C)c2c(c(C)c1NC(=O)CCCCCCC(=O)O)CCC(C)(CCCC(C)CCCC(C)CCCC(C)C)O2 (stereo not drawn)
    39.8 | 55.0 | 30.7 | 22.7 | 98.2 | 78.3 | 93.9 | 100.9 | 80.4
O=C1C=CC(=O)N1c1ccc(Br)c(Cl)c1
    119.7 | 97.1 | 113.8 | 83.2 | 116.7 | 106.1 | 77.6 | . | 100.6
C=C(C)[C@@H]1CC[C@]2(C(=O)NCCCCCN(CCCN)CCCN)CC[C@]3(C)[C@H](CC[C@@H]4[C@@]5(C)CC[C@H](O)C(C)(C)[C@@H]5CC[C@]43C)[C@@H]12
    101.2[100 µM] | 102.5[100 µM] | 96.3[100 µM] | 79.1[100 µM] | 107.7[100 µM] | 95.9[100 µM] | 67.8[100 µM] | 82.3[100 µM] | 97.8[100 µM]
NS(=O)(=O)c1ccc(NC(=O)c2ccccc2C(=O)O)cc1
    109.0 | 112.0 | 123.5 | 96.3 | 128.5 | 121.1 | 93.3 | 94.3 | 110.8
CC[C@H](CC[C@@H](C)[C@H]1CC[C@H]2[C@@H]3CC(=O)C4=CC(=O)/C(=C/c5ccc(Br)cc5)C[C@]4(C)[C@H]3CC[C@]12C)C(C)C
    110.6 | 107.0 | 102.7 | 101.1 | 108.5 | 104.8 | 94.9 | 103.7 | 113.0
CN(C)c1ccc(/C=N/n2c(-c3cc(F)c(Cl)cc3Cl)nn(CNc3ccc(F)cc3)c2=S)cc1
    100.6 | 66.3 | 63.7 | 92.6 | 108.9 | 111.7 | 103.8 | 97.9 | 77.8
NNC(=O)Cc1cc(=O)[nH][nH]1
    105.0&103.9 | 108.9&104.1 | 107.2&101.4 | 116.8&99.9 | 111.6&100.2 | 105.3&105.5 | 99.4&83.1 | 103.0&107.0 | 103.7&102.5
Cc1ccccc1-c1noc(-c2n[nH]n3c2nc(=O)c2c(C)c(C)sc23)n1
    105.4 | 90.3 | 104.1 | 100.8 | 117.0 | 104.0 | 104.5 | 101.4 | 104.5
CCOP(=O)(OCC)OCCOCCOP(=O)(OCC)OCC
    98.6 | 102.8 | 103.2 | 104.3 | 109.0 | 103.6 | 80.9 | 101.3 | 105.3
O=C(OCP(=O)(COC(=O)c1ccccc1)COC(=O)c1ccccc1)c1ccccc1
    114.1 | 107.4 | 105.1 | 108.9 | 113.4 | 103.4 | 97.9 | 100.9 | 100.2
NNCCc1ccccc1
    100.3&96.5 | 91.6&99.7 | 99.5&111.1 | 93.5&102.6 | 98.5&109.7 | 96.1&108.0 | 78.7&107.0 | 101.8&98.5 | 94.6&105.7
Oc1ccc(/C=N\NC(=S)N/N=C/c2ccc(O)cc2O)c(O)c1
    104.8 | 82.4 | 90.8 | 92.7 | 89.2 | 69.3 | 90.6 | 83.6 | 109.0
